Lipid droplet: hepatic lipid droplet formation modulation; AML12 mouse hepatocytes, oleate lipid droplets, BODIPY imaging; inhibition, % at 6.5 µM; 240,000 compounds, 0.4% hits;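 active means lipid droplet intensity inhibited by at least 50%, with more than 500 cells counted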
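Assay system: AML12 mouse liver cells | Compound: 6.5 µM single-point dosing | Schedule: Overnight exposure | Technique: Fluorescence imaging, 20x objective, two fields per well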
Ins promoter up: MIN6 insulin promoter up-regulation | 190,000 compounds, 0.3% hits | z-score at 5 µM | MIN6 insulin promoter-GFP reporter, high-content imaging; active compounds read high;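 active means z-score above 3 at 5 µM with at least 500 cells counted in the well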
T cell modulator: modulates CD8 T cell binding to vesicles; 2C CD8+ T cell-vesicle binding, flow cytometry; active compounds read low; calls only at 7 µM; 330,000 compounds, 0.068% hits;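 active means response, share of CD8 T cells binding vesicles, and their 90th percentile fluorescence all below set limits, cut at about 80% in these data, passing the limit was not always enough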
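incubation = binding step 1.5 h, 37 °C, antibody labelling 20 min, ice | test system = 2C mouse CD8+ T cells | read-out basis = percent CD8+ FL2 mean versus row control | controls = Peptide-free naked vesicles (low) and QL9 vesicles with 0.7% DMSO vehicle (high) | detection = flow cytometry of vesicle-bound cells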
MT stabilize HCS: microtubule stabilizers in HeLa cells | HeLa tubulin immunostaining HCS, 24 h; share of cells brighter than vehicle mean+2SD | % tubulin-high responders, % at 10 µM | 200,000 compounds, 0.83% hits | AID 2205;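 active means plate Z-score above 3 for both tubulin-high and condensed-nucleus cell shares, with cell loss under 80%, at 10 µM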;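 further: anti alpha tubulin signal scored within the nucleus-defined area of each cell; some results filed as inactive read as strong as hits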
Myeloid diff 2: compounds promoting myeloid differentiation; calls only at 10 µM; ER-HoxA9 myeloid progenitors, lysozyme-GFP differentiation, flow cytometry; 360,000 compounds, 1% hits; AID 624256;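 active means normalized GFP-positive differentiation at or above the plate's own cutoff, the solvent-only control mean plus 3 SD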;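 further: cells exposed to compound for four days before flow analysis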
bCat nuc transl: alters nuclear translocation of beta-catenin in HeLa cells | immunofluorescence imaging | nuclear translocation activity, % at 5 µM | 190,000 compounds, 0.3% hits | AID 1665;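 active means nuclear translocation activity above 50% at 5 µM, with a well cell count of 50 or more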;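 further: per-cell ratio of nuclear to cytoplasmic median beta-catenin stain intensity; plate controls were DMSO negative control for no effect and GSK-3 inhibitor IX positive control for full effect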
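Technique: fluorescence imaging of beta-catenin antibody stain plus DAPI / Material: human HeLa cell line / Incubation: compound treatment 24 h, 37°C, 5% CO2 / Read-out basis: % activation of per-cell nuclear versus cytoplasmic median beta-catenin signal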
West Nile virus CPE: West Nile virus antiviral activity, cell-based, CPE readout (AID 1621) | West Nile virus-infected cells, CPE inhibition; higher % means a stronger effect | CPE inhibition, % at 10 µM; hits with a dose series show IC50 in µM | 290,000 compounds, 0.02% hits; in the data active means a potency from the dose series; further: strong numbers were not always called active
WT yeast gro inh: growth inhibition of WT yeast, mitochondrial fusion screen; 190,000 compounds, 2.1% hits; inhibition, % at 10 µM; mitochondrial fusion phenotypic screen, WT strain; in the data active means inhibition above about 58%; tested in S. cerevisiae
Autophagy mod: alters autophagy in cells | MEF GFP-LC3 puncta imaging; test concentration mostly 10 µM | calls only at 10 µM (by protocol) | 190,000 compounds, 0.98% hits | AID 463193;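 active means percentage of spot-positive cells more than 3 SD above its plate mean, without a fluorescence outlier flag or 80% toxicity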;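 further: spot-positive cell cutoff set from DMSO-treated cells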
WT yeast gro inh mutant strain: recorded beside WT yeast gro inh, whose call it bears; inhibition, %; mitochondrial fusion phenotypic screen, mutant strain inhibition
Ins promoter up cell count: further read-out of Ins promoter up, marked with its call; cell count; measured here: cytotoxicity, nuclei count;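 total cells summed across four imaged fields per well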
Lipid droplet cells 6.5 µM: second read-out of Lipid droplet, no call of its own (marks repeat the call); cell count; measured here: cell count, cytotoxicity flag;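 cells counted across two imaged fields per well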
bCat nuc transl cell count 5 µM: further read-out of bCat nuc transl, marked with its call; cell count; measured here: cell count, cytotoxicity flag
T cell modulator vesicle-bound %: second read-out of T cell modulator, no call of its own (marks repeat the call); double positive events, %; measured here: CD8+ vesicle-bound cell fraction;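 binding gate set so that unloaded-vesicle control wells show 10% double positive cells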
MT stabilize HCS Hoechst-high %: also measured in MT stabilize HCS; calls as there; % Hoechst-high responders; measured here: nuclear condensation Hoechst responders;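 share of cells brighter than vehicle mean plus two SD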
MT stabilize HCS cytotoxicity %: recorded beside MT stabilize HCS, whose call it bears; toxicity, %; measured here: cytotoxicity by cell density;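 0% = mean cell density of plate MIN control wells and 100% = no cells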
Autophagy mod cell loss 18 h: recorded beside Autophagy mod, whose call it bears; toxicity, %; measured here: cell loss, nuclei count;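 cell loss after 18 h compound exposure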
Myeloid diff 2 GFP+ MAC1+ %: second read-out of Myeloid diff 2, no call of its own (marks repeat the call); GFP+ MAC1+ double positive, %; measured here: differentiation confirmed by MAC1 staining
Numbers without * were called inactive; i = inactive; nt = no result given.

Values run as follows: Lipid droplet, Lipid droplet cells 6.5 µM, Ins promoter up, Ins promoter up cell count, T cell modulator, T cell modulator vesicle-bound %, MT stabilize HCS, MT stabilize HCS Hoechst-high %, MT stabilize HCS cytotoxicity %, Myeloid diff 2, Myeloid diff 2 GFP+ MAC1+ %, bCat nuc transl, bCat nuc transl cell count 5 µM, West Nile virus CPE, WT yeast gro inh, WT yeast gro inh mutant strain, Autophagy mod, Autophagy mod cell loss 18 h
O=C(NCc1ccccc1Cl)C1CCCN1C(=O)NC1CCCCC1 (stereo unspecified)
    -17, 869, nt, nt, i, 55, nt, nt, nt, i, 1.9, nt, nt, -0.4%, nt, nt, nt, nt
CC(=O)NC(=C(Cl)Cl)S(=O)(=O)c1ccccc1
    -12, 674, 0.86, 1192, i, 42, 6.6, 1.1, 6.9, i, 2.6, 2.5, 1086, 1.1%, -22, -8, i, 11
COc1cc(-c2[nH]ncc2CN2CCN(Cc3cccs3)CC2)cc(OC)c1OC
    -31, 626, -1.1, 1277, i, 26, 3.5, 2.0, 1.9, i, 0.5, -0.7, 1012, -1.2%, 2, 8, i, 29
COCCCN(CC(=O)O)S(=O)(=O)c1ccccc1
    3, 694, -1.1, 1186, i, 13, 4.2, 3.2, 8.3, i, 0.1, -2.8, 1147, -0.5%, -10, 6, i, -4
CCOC(=O)c1c(-c2ccc(OC)cc2)csc1NC(=O)COc1ccc2c(C)cc(=O)oc2c1
    11, 672, 0.34, 1386, i, 29, 6.3, 5.7, 0.5, i, 0.6, -1.4, 1066, -0.4%, 11, 10, i, 27
CCOc1ccc(NC(=S)N(CCc2c(C)[nH]c3ccccc23)Cc2ccco2)cc1
    -31, 687, -0.24, 1323, i, 41, 5.0, 4.1, 10, i, 1.8, 0.6, 500, nt, 50, -4, i, 31
c1ccc2c(Nc3ccc4c(c3)OCCO4)c3c(nc2c1)CCCC3
    -10, 682, nt, nt, i, 48, 3.9, 3.3, 0.8, i, 1.0, 0.9, 1046, -0.4%, 13, 11, i, 12
COc1ccc(OC)c(NC(=O)NNS(=O)(=O)c2ccc(C)cc2C)c1
    -2, 618, nt, nt, i, 19, nt, nt, nt, i, 1.3, nt, nt, -0.8%, nt, nt, nt, nt
Cc1nn(CC(=O)NCc2cccc(F)c2)c(=O)c2cccn12
    -7, 673, nt, nt, i, 4, nt, nt, nt, i, 2.6, nt, nt, 0.3%, nt, nt, nt, nt
CCn1nc(C)c(NC(=O)c2cc(Br)ccc2Cl)c1C
    nt, nt, -0.88, 1177, i, 7, 2.0, 1.4, 2.3, i, 0.9, -1.3, 730, -0.5%, -11, 3, i, 6
Cc1ccc2nc(NCCC(=O)O)nc(-c3ccccc3)c2c1
    -8, 703, nt, nt, i, 36, 2.5, 1.6, 4.0, i, 1.7, -1.1, 1100, 1.0%, -10, -8, i, -4
COc1ccc(N/C=C2/CCCCC2=O)cc1
    6, 746, nt, nt, i, 37, 1.9, 2.0, 16, i, 3.2, nt, nt, 1.0%, 7, 16, i, 1
O=C(NCCCn1ccnc1)/C(=C/c1cccs1)NC(=O)c1ccco1
    24, 711, 0, 1444, i, 64, 1.5, 1.8, 11, i, 0.7, -2.3, 1133, 0.2%, -18, -9, i, -18
c1ccc2c(c1)nc(NC1CCCCC1)c1nncn12
    -4, 617, 0.4, 1011, i, 40, 6.9, 1.1, 4.3, i, 1.7, 3.2, 976, 0.8%, 17, 10, nt, nt
O=C(CSCc1cccc(F)c1)NCc1ccccc1
    -3, 775, -0.12, 1064, i, 39, 3.4, 1.7, 7.8, i, 0.1, -1.5, 1101, -0.2%, 9, 7, i, 24
Cc1ccc(S(=O)(=O)NCCC(=O)Nc2cccc(S(N)(=O)=O)c2)cc1C
    13, 753, nt, nt, i, 32, nt, nt, nt, i, 2.9, nt, nt, 0.4%, nt, nt, nt, nt
O=C(CCn1c(=O)[nH]c2ccccc2c1=O)N1CCN(c2ccc(Cl)cc2)CC1
    nt, nt, 0.4, 1545, i, 8, 4.9, 3.4, 4.9, i, 0.7, -2.3, 962, -0.3%, 7, 10, i, -5
Cc1ccc(S(=O)(=O)NNC(=S)Nc2ccccc2)cc1
    4, 846, 0.23, 867, i, 44, 1.3, 1.5, 5.9, i, 1.0, 2.1, 1006, 0.0%, 11, -4, i, -5
CCCNC(=O)NC(=O)CSc1ccc(C)cc1C
    1, 714, -0.64, 1373, i, 28, 1.5, 2.0, 6.4, i, 0.1, -2.1, 1144, -0.8%, 7, -15, i, -8
CCOc1ncccc1C(=O)NCCc1ccc(S(N)(=O)=O)cc1
    -9, 788, nt, nt, i, 34, nt, nt, nt, i, 0.3, nt, nt, 0.0%, nt, nt, nt, nt
CCN1CCN(Cc2c(O)ccc3c(=O)c(-c4ccc(OC)c(OC)c4)c(C(F)(F)F)oc23)CC1
    nt, nt, 1.7, 1066, i, 35, 5.1, 2.5, 4.5, i, 0.8, -7.5, 947, 0.1%, -7, 6, i, 14
COC(=O)C1CCN(c2cc(Cl)nc(N)n2)CC1
    -5, 704, -0.86, 1472, i, 20, 3.2, 1.5, 11, i, 0.5, 1.4, 1163, 0.3%, -14, 1, i, 3
CCNc1ccc(C(=O)OCC(=O)NCc2ccc(C)cc2)cc1[N+](=O)[O-]
    -2, 611, -0.13, 1591, i, 51, 3.9, 1.8, 4.5, i, 0.5, 0.6, 1023, -0.5%, -3, -1, i, 7
COc1ccc(C(=O)COC(=O)CNS(=O)(=O)c2ccc(C)cc2)cc1
    7, 674, -0.75, 1411, i, 46, 4.9, 1.3, 8.2, i, 0.4, 2.2, 1086, -0.7%, -7, -6, i, -40
Cc1[nH]c2ccccc2c1C(=O)C(=O)N1c2ccccc2CC1C (stereo unspecified)
    -17, 839, nt, nt, i, 62, nt, nt, nt, i, 3.4, nt, nt, -0.2%, nt, nt, nt, nt
CCOc1ccc2nc(SCC(=O)N3CCCc4ccccc43)sc2c1
    nt, nt, -0.79, 1504, i, 39, 1.5, 1.5, 11, i, 2.3, -2.0, 1439, -0.1%, -4, 7, i, 9
Cc1ccccc1N(CC(=O)Nc1ccc(S(=O)(=O)N2CCOCC2)cc1)S(C)(=O)=O
    12, 734, 0.26, 1323, i, 33, 3.6, 1.8, 2.3, i, 0.2, 1.7, 876, -0.7%, -1, -6, i, 29
CCCCOc1cccc(C2/C(=C(\O)c3ccc4c(c3)OCCO4)C(=O)C(=O)N2CCN2CCOCC2)c1 (stereo unspecified)
    1, 686, nt, nt, i, 13, nt, nt, nt, i, 5.3, nt, nt, 0.2%, nt, nt, nt, nt
CC(C)(C)c1ccc(C(=O)Nc2ccc(CC(=O)O)cc2)o1
    2, 776, nt, nt, i, 36, 1.7, 2.0, 4.9, i, 4.3, nt, nt, 0.0%, 3, -1, i, -1
O=C(O)C1C2CCCCC2=C2CCCCC2C1C(=O)O (stereo unspecified)
    nt, nt, 1.2, 1185, i, 40, 2.0, 1.3, 5.5, i, 1.4, -2.1, 890, 1.0%, -5, -20, i, -25
O=C(COC(=O)C1CC2C=CC1C2)Nc1ccccc1 (stereo unspecified)
    -4, 695, -0.56, 1366, i, 44, 1.9, 2.3, 1.4, i, 0.7, -1.2, 928, -0.1%, 0, 7, i, 5
CCCOc1ccc(N2C(=O)CC(S/C(N)=N/N=C(\C)c3cccs3)C2=O)cc1 (stereo unspecified)
    nt, nt, -1, 1642, i, 46, 3.1, 2.2, 9.2, i, 13, -2.0, 1380, -0.2%, -15, -9, i, 22
O=c1c2c3c(sc2nc2n1CCCCC2)CCC3
    -19, 739, 0.68, 738, i, 58, 0.8, 0.0, 36, i, 0.5, -0.1, 1117, 0.0%, -15, -5, i, -7
O=C(CSc1ncccc1C(=O)O)NCc1ccc(F)cc1
    nt, nt, -0.89, 1180, i, 44, 4.3, 2.2, 11, i, 0.4, -0.9, 1186, 0.2%, 2, 5, i, -4
COC(=O)CN(c1cccc(C)c1)S(=O)(=O)c1ccccc1
    -4, 838, nt, nt, i, 15, nt, nt, nt, i, 1.0, nt, nt, 0.0%, nt, nt, nt, nt
Cc1cc(NC(=O)COC(=O)[C@@H](NS(=O)(=O)c2ccc(Br)cc2)C(C)C)no1
    0, 723, -0.22, 1060, i, 44, nt, nt, nt, i, 0.8, -0.5, 1366, -0.3%, nt, nt, nt, nt
O=C(Cc1cccs1)Nc1cccc(-c2nc3ccccc3[nH]2)c1
    6, 650, -0.27, 1317, i, 9, 3.5, 2.1, 1.5, i, 1.3, nt, nt, -1.0%, 18, 13, i, 4
O=C(c1ccc(-c2ccccc2)cc1)c1ccc([N+](=O)[O-])cc1
    7, 763, -0.32, 1010, i, 28, nt, nt, nt, nt, nt, 1.0, 1315, -0.9%, nt, nt, nt, nt
O=C(Nc1nnc(-c2ccncc2)o1)c1cccc(N2C(=O)CCC2=O)c1
    6, 655, -0.03, 1215, i, 48, 3.2, 2.9, 8.2, i, 0.9, -1.5, 1049, -0.2%, -4, 7, i, 0
CCCCCOC(=O)C1=C(C)N(C)C(=O)NC1c1cc(Br)c(O)c(OC)c1 (stereo unspecified)
    -14, 746, -0.91, 1401, i, 53, 4.3, 1.8, 8.0, i, 0.3, nt, nt, -0.1%, 6, -6, i, -7
CC(C)(C)c1ccc(-c2nc(C#N)c(NCc3cccnc3)o2)cc1
    1, 737, -1.8, 888, i, 48, 4.6, 2.3, 10, i, 0.4, -0.5, 1159, -1.0%, 14, -13, i, 4
Cc1ccc(S(=O)(=O)c2nc(S(=O)(=O)CCO)sc2N2CCOCC2)cc1
    14, 720, nt, nt, i, 14, nt, nt, nt, i, 6.3, nt, nt, 0.8%, nt, nt, nt, nt
COc1ccccc1NC(=S)NCc1ccccn1
    16, 632, 0.55, 1351, i, 55, 2.1, 1.2, 3.1, i, 1.1, -1.2, 884, -1.2%, -11, 18, i, -8

Some values from the list:
CCCCCOC(=O)C1=C(C)N(C)C(=O)NC1c1cc(Br)c(O)c(OC)c1 (stereo unspecified) – West Nile virus CPE = -0.1%
O=C(c1ccc(-c2ccccc2)cc1)c1ccc([N+](=O)[O-])cc1 – Ins promoter up = -0.32

Screens deposited in PubChem BioAssay by several laboratories.
